# Mito fusion act: mitochondrial division inhibition or fusion activation | S. cerevisiae fusion-defective mutant growth rescue, CellTiterGlo 48 h | 320,000 tested, 0.23% active | Potency, µM (titrated, usually from 46.1 µM), without a hit: at the top dose growth rescue (activation), actives largely listed as activators;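 further: potency means the concentration at half of the fitted maximal effect; % of control where 0% means no effect; nearly all actives have a fitted effect of over 45% in size; temperature-sensitive fusion mutants such as fzo1-1 at 37 °C on non-fermentable ethanol glycerol medium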
#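 Growth-rescue viability read-out: after 48 h at the non-permissive 37C in glycerol/ethanol YPEG, yeast mitochondrial fusion mutants are measured by CellTiterGlo luminescence; compounds (23 nl pinned per well) restoring growth score as division inhibitors or fusion activators.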
# S-ASM inh: blocks human secretory acid sphingomyelinase. Potency, µM (titrated, usually from 57.5 µM), without a hit: at the highest dose activity change, negative = inhibition, most hits filed as inhibitors. placental ASM, HMU-PC fluorogenic substrate, 60 min. 340,000 tested, 0.006% active. P17405. AID 504937; further: potency means the concentration at half of the fitted maximal effect
# Target sequence (P17405 47-631 limits assumed): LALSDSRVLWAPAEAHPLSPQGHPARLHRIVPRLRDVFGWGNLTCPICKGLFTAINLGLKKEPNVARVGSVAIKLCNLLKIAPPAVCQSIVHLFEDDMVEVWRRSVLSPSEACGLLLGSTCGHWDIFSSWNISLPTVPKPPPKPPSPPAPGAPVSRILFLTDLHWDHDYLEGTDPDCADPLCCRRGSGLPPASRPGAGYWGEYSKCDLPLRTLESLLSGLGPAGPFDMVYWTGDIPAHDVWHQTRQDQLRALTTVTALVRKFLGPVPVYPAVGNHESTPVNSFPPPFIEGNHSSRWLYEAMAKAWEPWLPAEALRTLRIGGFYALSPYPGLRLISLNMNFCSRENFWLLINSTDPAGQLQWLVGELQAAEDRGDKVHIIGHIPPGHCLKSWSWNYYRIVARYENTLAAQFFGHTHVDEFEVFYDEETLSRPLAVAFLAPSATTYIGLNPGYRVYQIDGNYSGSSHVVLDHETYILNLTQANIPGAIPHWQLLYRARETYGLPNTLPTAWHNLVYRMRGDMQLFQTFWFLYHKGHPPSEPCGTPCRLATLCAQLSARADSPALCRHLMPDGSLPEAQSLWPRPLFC
#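 HMU-PC0 cleavage (9 uM final) by human placental ASM, 60 min at 37 °C following 10 min compound exposure at RT; stopped at pH 10, fluorescence Ex 386/Em 447 nm.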
# TSHR antag: antagonists of human thyroid stimulating hormone receptor | activity change, negative = inhibition, % at 11.5 µM | 330,000 tested, 0.2% active | P16473 | AID 504810 | TSHR-expressing cells, TSH-stimulated cAMP HTRF, 2 h; stronger effect = lower value;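 active means activity change below a set negative limit, meaning inhibition stronger than a set level, cut at about -70% in these data; inconclusive means activity change between two set negative limits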; further: on the % scale 0 is the no-effect control and ±100 the full control effect
#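 TSHR-expressing cells, 200/well, pre-treated with compound, then stimulated with EC80 TSH (4nM final) for 2 hours at 37 deg C. cAMP measured by competitive HTRF: anti-cAMP cryptate antibody in lysis buffer plus cAMP-d2, read after 30 minutes at room temperature.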
# A-T KAP1 phos: candidate therapy for ataxia-telangiectasia | 320,000 tested, 0.19% active | […] A-T fibroblasts, KAP-1 phosphorylation AlphaLISA; neocarzinostatin DNA damage 30 min before lysis | AID 485349 | Potency, µM (series often up to 57.5 µM), for the others: at the highest dose activation, actives largely listed as activators; further: potency means the concentration at half of the fitted maximal effect; % of control where 0% means no effect; nearly all actives have a fitted effect of over 45% in size
#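 ATM-like activity read as KAP-1 phosphorylation via AlphaLISA donor/acceptor antibody pairs after lysis and 6 hr at 25C. Cells were ATM-null patient fibroblasts ([…], hTERT), dosed 60 min, then exposed to the DSB inducer NCS for 30 min.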
# Integrin act MD: activators of alpha7 integrin expression for muscular dystrophy. Potency, µM (titrated, usually from 38.3 µM), without a hit: at the top dose activation, most hits filed as activators. alpha7betagal myoblasts, beta-gal FDG fluorescence, 48 h. 350,000 tested, 0.064% active;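 further: potency means the concentration at half of the fitted maximal effect; 100% = response of the positive control SU9516; nearly all actives have a fitted effect of over 60% in size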
#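 Alpha7betagal+/- myoblasts (passage 13) were plated 16-24 hr, then exposed to compounds (1:260 dilution of DMSO stock) for 48 hours at 37C. After MPER lysis, β-galactosidase reporter activity was read as FDG fluorescence (ex 480/em 540) after 30 minutes.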
# BCR signal inh: inhibitors of chronic active B-cell receptor signaling. 340,000 tested, 0.05% active. ABC-DLBCL IkBa-CBG/CBR reporter, luminescence ratio, 4 h. Potency, µM (highest dose often 46.1 µM), for inactives: at the top dose ratio change, negative = lower green/red ratio, usual class: inhibitors; active means well fitted inhibition curve with a large enough effect in the signal ratio, with a control signal flat, not every such curve was filed as active; inconclusive means small, poorly fitted or top-dose-only effect, or effect the other way, or a change in a side signal; the % refers to the signal ratio;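 further: potency means the concentration at half of the fitted maximal effect; plate controls were basal doxycycline-induced cells for no effect and cells given 10 µM MG132 for full effect; MG132 reads +100%, hits lower the ratio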
#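 Concentration-response series (up to 46 uM) were applied to TMD8 dual-reporter cells for 4 h at 37C with doxycycline. Green/red ratio, after filter-overlap correction, defined %Activity; red signal alone was normalised to basal cells and zero luminescence.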
# PTAP TSG101 blk: blocks PTAP/TSG101 interaction to inhibit HIV-1 budding. Q99816. 340,000 tested, under 10 active. Fluorescence polarization, FITC-PTAP peptide / Tsg101 binding. Potency, µM (series often up to 115 µM), without a hit: at the top dose activity change, negative = inhibition, usual class: inhibitors. AID 493005; active means well fitted inhibition curve with a large enough effect in the main read-out, with a control signal flat, not every such curve was filed as active; inconclusive means small, poorly fitted or top-dose-only effect, or effect the other way, or a change in a side signal; inactive means no such curve, though single readings can be large or run the other way; further: potency means the concentration at half of the fitted maximal effect; % of control where 0% means no effect
#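 Steps: Tsg101 binding domain dispensed (10 uM final), compounds pinned in DMSO, FITC-labeled PTAP-motif peptide added (50 nM final); after 20 min binding at room temperature, polarization measured.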
# Eya2 inh: blocks the phosphatase activity of human Eya2; O00167; recombinant Eya2, OMFP fluorescence dephosphorylation (OMFP is methylfluorescein phosphate); Potency, µM (top dose mostly 76.9 µM), inactives show at the top dose activity, negative = inhibition, actives largely listed as inhibitors; 330,000 tested, 0.006% active; AID 488837; further: potency means the concentration at half of the fitted maximal effect; on the % scale 0 is the no-effect control and ±100 the full control effect
# Target sequence (O00167 whole entry, looked up): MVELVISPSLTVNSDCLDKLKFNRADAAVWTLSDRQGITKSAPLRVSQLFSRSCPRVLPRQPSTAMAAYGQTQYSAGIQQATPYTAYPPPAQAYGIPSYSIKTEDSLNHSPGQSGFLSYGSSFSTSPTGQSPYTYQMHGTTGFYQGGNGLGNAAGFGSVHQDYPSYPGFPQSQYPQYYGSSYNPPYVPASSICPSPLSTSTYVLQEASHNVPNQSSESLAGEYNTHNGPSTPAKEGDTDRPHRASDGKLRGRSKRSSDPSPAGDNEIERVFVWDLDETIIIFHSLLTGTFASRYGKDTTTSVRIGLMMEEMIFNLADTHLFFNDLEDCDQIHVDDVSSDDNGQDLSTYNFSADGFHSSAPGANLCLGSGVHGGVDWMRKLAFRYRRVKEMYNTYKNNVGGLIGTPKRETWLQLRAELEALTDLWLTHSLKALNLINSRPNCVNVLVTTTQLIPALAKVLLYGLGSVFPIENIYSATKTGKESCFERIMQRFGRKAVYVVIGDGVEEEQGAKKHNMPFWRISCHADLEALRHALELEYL
#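 Eya2 protein (added as 0.2 uM solution) was preincubated with compound for 10 min at ambient temperature in 50 mM HEPES pH 7.5, 50 mM NaCl, 5 uM MgCl2, 0.05% BSA, 1 mM DTT. OMFP (added at 50 uM) then reacted 10 min; fluorescence read at 485/525 nm.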
# ELG1 repair inh: blocks ELG1-dependent DNA repair in HEK293T cells | HEK293T ELG1-luciferase reporter, luminescence, 16 h; DNA damage induced by 5-fluorouridine | Potency, µM (top dose mostly 46.1 µM), for the others: at the highest dose activity change, negative = inhibition, actives largely listed as inhibitors | 330,000 tested, 2.3% active; further: potency means the concentration at half of the fitted maximal effect; on the % scale 0 is the no-effect control and ±100 the full control effect; nearly all actives have a fitted effect of over 55% in size
#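 Reporter activity after DNA damage by 5-fluorouridine is monitored. Compound-treated cells incubate 16 hr at 37 °C, then ONE-Glo is added for 30 min before luminescence reading.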
# Tb PFK inh: blocks T. brucei phosphofructokinase; Potency, µM (top dose mostly 57.5 µM), inactives show top-dose activity, negative = inhibition, usual class: inhibitors; AID 485367; O15648; 330,000 tested, 0.17% active; T. brucei PFK, ADP-Glo luminescence;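 further: potency means the concentration at half of the fitted maximal effect; 0% = uninhibited 1x PFK enzyme wells and -100% = no-enzyme wells; nearly all actives have a fitted effect of over 60% in size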
#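 PFK 1.25 nM, F6P 0.5 mM, ATP 0.1 mM, 0.1 M TEA pH 8.0, 5 mM MgCl2, 0.01% Tween20, 0.1% BSA; 45 min RT. ADP-Glo readout. qHTS titration up to 57 uM; curves fitted, compounds curve-classed.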
# TCR activator: activators of T cell receptors | Potency, µM (series often up to 9.22 µM), inactives show at the top dose activation of IL-2 secretion, hits mostly activators | primary human leukocytes, anti-CD3, IL-2 HTRF, 48 h | 330,000 tested, under 10 active; further: % of control where 0% means no effect
#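 TCR engagement came from a-CD3 beads alone, with compounds added to primary human leukocytes for 48 hr. Secreted IL-2 bridged europium cryptate- and d2-labelled anti-IL-2 antibodies, giving FRET emission at 665nm after 320nm excitation.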
# Numbers without * were called inactive; ? = inconclusive; . = not tested or not shown; & = joins results of further samples; [ ] = another dose, or the depositor's remark. Unless noted, the call rests on the fitted dose curve; in most records, active means well fitted curve in the direction sought with a large enough effect; inconclusive means small, poorly fitted or top-dose-only effect, or another doubt; inactive means no such curve, though single readings can be large; an effect the other way counts as inactive or inconclusive.
# Sample of the layout:
SMILES,Mito fusion act,S-ASM inh,TSHR antag,A-T KAP1 phos,Integrin act MD,BCR signal inh,PTAP TSG101 blk,Eya2 inh,ELG1 repair inh,Tb PFK inh,TCR activator
COc1cc(/C=N\NC(=O)CNC(=O)C2COc3ccccc3O2)ccc1O (stereo not given),-7%,33%[activator],-3,-1%,-18%,-1%,-1%,-1%,0%,6%,3%[46.1 µM]
O=C1[C@@H]2[C@H](C(=O)N1Cc1cccnc1)[C@H]1C=C[C@@H]2C1,-4%,-1%,-6,-1%,-11%,-16%,-6%,12%,3%,1%,2%
CC(C)CC1c2[nH]c3ccccc3c2CCN1CCCn1cccn1 (stereo not given),2%,188%[activator],8,2%,-15%,-9%,-2%,1%,18%,-2%,-3%
CCOC(=O)C1CCN(C(=O)c2ccc(CNS(=O)(=O)c3ccc(C)cc3)cc2)CC1,7%,3%,-9,1%,13%,?,-1%,-17%,1%,0%,-6%
COC(=O)c1cc(S(=O)(=O)NCCc2ccccc2)c[nH]1,0%,4%,24,-18%,-22%,6%,-5%,-22%,-10%,0%,3%

# The listing, previewed entries included:
SMILES,Mito fusion act,S-ASM inh,TSHR antag,A-T KAP1 phos,Integrin act MD,BCR signal inh,PTAP TSG101 blk,Eya2 inh,ELG1 repair inh,Tb PFK inh,TCR activator
COc1cc(/C=N\NC(=O)CNC(=O)C2COc3ccccc3O2)ccc1O (stereo not given),-7%,33%[activator],-3,-1%,-18%,-1%,-1%,-1%,0%,6%,3%[46.1 µM]
O=C1[C@@H]2[C@H](C(=O)N1Cc1cccnc1)[C@H]1C=C[C@@H]2C1,-4%,-1%,-6,-1%,-11%,-16%,-6%,12%,3%,1%,2%
CC(C)CC1c2[nH]c3ccccc3c2CCN1CCCn1cccn1 (stereo not given),2%,188%[activator],8,2%,-15%,-9%,-2%,1%,18%,-2%,-3%
CCOC(=O)C1CCN(C(=O)c2ccc(CNS(=O)(=O)c3ccc(C)cc3)cc2)CC1,7%,3%,-9,1%,13%,?,-1%,-17%,1%,0%,-6%
COC(=O)c1cc(S(=O)(=O)NCCc2ccccc2)c[nH]1,0%,4%,24,-18%,-22%,6%,-5%,-22%,-10%,0%,3%
CCc1ccc2c(CSc3nnnn3C)cc(=O)oc2c1,0%,-1%,-2,-2%,-25%,-19%,-6%,-22%,-3%,1%,4%
Cc1nn(C2CCS(=O)(=O)C2)c(C)c1C=O (stereo not given),-7%,-1%,18,14%,-8%,-12%,-1%,21%,7%,2%,-1%
O=C(NCc1ccco1)c1ccc(NS(=O)(=O)c2cccc(F)c2)cc1,0%,0%,9,7%,-23%,-1%,2%,-6%,?,-2%,0%
CC1=NN(C(N)=S)C(=O)C1N=Nc1cccc(C)c1 (stereo not given),-38%[inhibitor],-12%,8,4%,11%,?,10%,-1%,0%,2%,1%
O=C(O)CSc1nnc(CNc2ccccc2Cl)n1-c1ccccc1,-3%,5%,-6,0%,7%,2%,-7%,-19%,7%,-6%,-1%
O=C(CCl)Oc1ccc2occ(C(=O)c3cccs3)c2c1,-2%,-2%,1,0%,-30%,?,-1%,-17%,?,-2%,0%
CCOc1ccc(S(=O)(=O)N2CCN(Cc3ccc4c(c3)OCO4)CC2)cc1OCC,-5%,1%,-5,6%,15%,-6%,1%,15%,-7%,2%,5%
CC(C)(C)OC(=O)N1CC=C2C(C#N)=C(N)C(C#N)(C#N)[C@H](c3cccnc3)[C@H]2C1,-2%,118%[activator],-12,-6%,-9%,-4%,-10%,-3%,?,-2%,-4%
Cc1cc(OCC(=O)N2CCCCCC2)ccc1[N+](=O)[O-],-4%,0%,-1,-3%,-14%,6%,-1%,-2%,?,-1%,7%[46.1 µM]
COc1ccccc1N1C(=S)N=C(Nc2c(C)cccc2C)C12CCCC2,-5%,-1%,-1,6%,-15%,5%,-2%,?,-4%,-8%,2%
CCOC(=O)c1c(C)noc1-c1ccc(Br)o1,2%,0%,6,2%,4%,3%,-4%,0%,7%,2%,1%
O=C(Nc1nnc(SCc2ccc(F)cc2)s1)C1CC(=O)N(Cc2ccccc2)C1 (stereo not given),-2%,-9%,1,2%,-8%,-2%,2%,-11%,-2%,-4%,-3%[46.1 µM]
COc1cc(/C=N\NC(C)=O)ccc1OC/C=C/c1ccccc1,3%,-2%,-1,2%,-23%,0%,2%,5%,16µM*,-1%,12%
C=CCn1cnc2c(oc3ccccc32)c1=O,3%,3%,3,2%,2%,?,-2%,-15%,?,0%,-2%
Cc1cccc(-c2nc3ccc(C(=O)NCCN4CCN(C)CC4)cc3nc2-c2cccc(C)c2)c1,-11%,-7%,2,0%,-49%[inhibitor],?,1%,-6%,-15%,1%,-2%
CCN(CC)c1ccc(NC(=O)c2ccccc2Br)cc1S(=O)(=O)Nc1ccccc1OC,15%,0%,-14,5%,0%,?,1%,1%,-4%,-12%,-7%[46.1 µM]
Cc1nnc(SCC(=O)c2ccc([N+](=O)[O-])cc2)s1,-1%,0%,15,-4%,-18%,5%,-1%,-1%,12%,-7%,3%
CC1CCc2c(sc3nc(SCC(=O)O)n(-c4ccccc4)c(=O)c23)C1 (stereo not given),-1%,9%,-11,-13%,-12%,?,-6%,-1%,-5%,-8%,5%
Nc1ccc(N=Nc2ccccc2)c(N)n1,-9%,1%,3,2%,.,?,-1%,-5%,?,3%,15%
COc1cc2c(cc1OC)C(c1cccc([N+](=O)[O-])c1)=NCC2,-3%,-1%,1,13%,-13%,-21%,2%,5%,-14%,1%,.
SMILES,Mito fusion act,S-ASM inh,TSHR antag,A-T KAP1 phos,Integrin act MD,BCR signal inh,PTAP TSG101 blk,Eya2 inh,ELG1 repair inh,Tb PFK inh,TCR activator
Nc1ccccc1SSc1ccccc1N,-39%[inhibitor],-2%,31,-3%,-18%,?,2%,-15%,?,?,0%
COc1ccc(C2(c3ccc(OC)cc3)NC(=O)N(CC(=O)NCC(C)c3ccccc3)C2=O)cc1 (stereo not given),-6%,-11%,0,-4%,-4%,7%,-4%,-14%,-23%,-1%,-7%
CSC1=C(C#N)C(=O)NC(c2ccccc2O)S1 (stereo not given),7%,-3%,6,-19%,11%,2%,0%,-4%,?,-3%,11%
CC(=O)N1CCC(=NNc2ncc(C(F)(F)F)cc2Cl)CC1,-8%,-3%,-7,5%,-31%,-4%,-1%,11%,-5%,-2%,3%
CCc1cccc2c3c([nH]c12)C(CC)(CC(=O)O)OCC3 (stereo not given),2%&-1%,3%,6&-5,-17%,.,?,-3%,8%&-1%,-4%,?,2%
O=C(Nc1cccc(F)c1)c1cccnc1,4%,2%,-5,7%,17%,1%,0%,15%,10%,3%,0%
Cc1c(/C=N/NC(=O)c2cccnc2)c2ccccn2c1C(=O)c1ccc(F)cc1,11%,.,-15,0%,.,4%,.,-4%,18µM*,0%,-5%[46.1 µM]

# Arranged by number of heavy atoms (low to high): three of the compounds above.
SMILES,Mito fusion act,S-ASM inh,TSHR antag,A-T KAP1 phos,Integrin act MD,BCR signal inh,PTAP TSG101 blk,Eya2 inh,ELG1 repair inh,Tb PFK inh,TCR activator
CCc1cccc2c3c([nH]c12)C(CC)(CC(=O)O)OCC3 (stereo not given),2%&-1%,3%,6&-5,-17%,.,?,-3%,8%&-1%,-4%,?,2%
CC(=O)N1CCC(=NNc2ncc(C(F)(F)F)cc2Cl)CC1,-8%,-3%,-7,5%,-31%,-4%,-1%,11%,-5%,-2%,3%
Cc1c(/C=N/NC(=O)c2cccnc2)c2ccccn2c1C(=O)c1ccc(F)cc1,11%,.,-15,0%,.,4%,.,-4%,18µM*,0%,-5%[46.1 µM]

# Screens deposited in PubChem BioAssay by National Center for Advancing Translational Sciences (NCATS).
